Screening data as filed in PubChem BioAssay.
Autofluor 339 = intrinsic fluorescence of library compounds, ex339/em460 – biochemical, MLSMR library, data from DPM-DC assay, artefact control, profiling panel; compound autofluorescence, ex339/em460 nm, NADH buffer; stronger effect = higher value; 1 = no-compound wells, NADH background; fluorescence fold increase at 10 µM; actives 5.5% (n = 65,000); AID 709;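 active means at 10 µM, mean starting fluorescence two-fold or more over control wells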;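 further: signal is the first read of a kinetic run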
TNAP act DEA = human TNAP activation, intermediate phosphate acceptor. purified TNAP, CDP-star luminescence, 100 mM DEA, 30 min; stronger effect = higher value; scale: 0 levamisole-inhibited, 1 vehicle-only enzyme. AID 813. P05186. activation factor at 20 µM. 64,000 tested, under 10 active;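 active means activation factor of at least 2 at 20 µM, relative to controls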
Target sequence (P05186 whole entry, looked up): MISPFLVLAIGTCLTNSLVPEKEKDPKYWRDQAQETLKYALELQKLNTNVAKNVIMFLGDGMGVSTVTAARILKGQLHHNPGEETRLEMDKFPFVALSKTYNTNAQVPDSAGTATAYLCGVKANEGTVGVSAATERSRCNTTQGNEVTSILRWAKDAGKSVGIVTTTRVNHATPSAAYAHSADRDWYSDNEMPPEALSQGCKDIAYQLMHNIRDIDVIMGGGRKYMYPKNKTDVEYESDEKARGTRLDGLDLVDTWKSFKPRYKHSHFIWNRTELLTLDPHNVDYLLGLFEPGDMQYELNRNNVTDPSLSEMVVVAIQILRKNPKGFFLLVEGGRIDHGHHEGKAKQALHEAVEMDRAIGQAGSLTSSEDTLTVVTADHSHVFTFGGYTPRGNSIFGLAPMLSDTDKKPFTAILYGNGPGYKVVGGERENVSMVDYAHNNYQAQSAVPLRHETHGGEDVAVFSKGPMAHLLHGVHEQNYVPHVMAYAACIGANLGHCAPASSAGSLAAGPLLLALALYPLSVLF
5-HT1A blocker = 5-HT1a (human) receptor antagonism | P08908 | CHO 5-HT1a Ga15 NFAT-bla reporter, antagonist mode | inhibition, % at 10 µM | actives 0.68% (n = 62,000);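 active means inhibition above the mean of all tested compounds plus 3 SD, cut at about 43% in these data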;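 further: receptor stimulated by 5-CT agonist at 100 nM near EC80; beta-lactamase reporter measured by ratiometric fluorescence of a cleavable substrate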
Target sequence (P08908 whole entry, looked up): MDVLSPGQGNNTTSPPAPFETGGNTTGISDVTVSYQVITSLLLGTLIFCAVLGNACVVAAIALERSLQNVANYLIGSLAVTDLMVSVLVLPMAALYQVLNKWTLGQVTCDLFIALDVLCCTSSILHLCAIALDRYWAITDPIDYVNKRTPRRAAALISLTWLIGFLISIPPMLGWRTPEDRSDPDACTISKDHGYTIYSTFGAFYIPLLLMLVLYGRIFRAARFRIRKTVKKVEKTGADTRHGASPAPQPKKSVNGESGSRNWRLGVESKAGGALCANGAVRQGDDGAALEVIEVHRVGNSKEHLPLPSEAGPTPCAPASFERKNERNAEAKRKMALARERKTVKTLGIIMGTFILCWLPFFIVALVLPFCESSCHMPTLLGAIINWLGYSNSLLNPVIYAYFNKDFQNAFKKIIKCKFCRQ
A340 absorber = compounds absorbing at 340 nm; fold change at 10 µM; compound absorbance at 340 nm, fold over control; AID 708; 65,000 tested, under 10 active;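 active means at 10 µM dose, initial 340 nm absorbance at least 2 fold that of control wells; inactive means change under 2 fold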;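 further: initial absorbance extrapolated from kinetic A340 decline of NADH oxidation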
MMP13 inh = blocks human MMP13 activity; actives 0.07% (n = 65,000); MMP-13 fTHP FRET cleavage, Mca fluorescence; inhibition, % at 4 µM;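 active means inhibition above the mean of compound-free control plate wells plus 3 SD, cut at about 14% in these data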;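 further: 0% = DMSO wells and 100% = wells with reference MMP-13 inhibitor after basal subtraction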
5HT1a ag = 5-HT1a (human) receptor agonism; P08908; activation, % at 10 µM; CHO 5-HT1a Ga15 NFAT-bla reporter, FRET ratio; 0% basal, 100% maximal reference agonist; actives 0.56% (n = 65,000);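 active means activation above the screen-wide mean activation plus 3 SD, cut at about 19% in these data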;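 further: 0% = DMSO wells and 100% = 5-CT at EC100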
NADH enzymes = inhibition of NAD/NADH coupling enzymes, library profiling; coupled PK/LDH NADH assays, four targets; IC50, µM (top dose mostly 10 µM), without a hit: at the top dose inhibition; actives 0.02% (n = 65,000); AID 774;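 active means single-dose screening hits from any of four coupled enzyme assays that gave an IC50 when retested across doses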;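 further: the DPM-DC format reads NADH fluorescence rather than 340 nm absorbance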
RORA act = activators of human nuclear receptor RORA. CHO-K1 Gal4-RORA LBD luciferase reporter, luminescence; percent increase over mock-subtracted basal signal. AID 560. actives 1.5% (n = 65,000). P35398. activation, % at 10 µM;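 active means activation above the mean of all tested compounds plus 3 SD, cut at about 49% in these data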;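 further: 0% = DMSO-treated RORA cells and 100% = added signal equal to DMSO minus mock-transfected cells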
SF1 activator = SF-1 (human) activation. activation, % at 10 µM. CHO-K1 Gal4-SF-1 LBD luciferase reporter; % increase over DMSO SF-1-specific signal. Q13285. actives 1.9% (n = 65,000);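 active means activation above the mean activation of all tested compounds plus 3 SD, cut at about 50% in these data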
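Assay system – CHO-K1 cells with Gal4–hSF-1 LBD chimera plus Gal4-driven luciferase · Quantity – 4,000 cells per well · Times – compound added 1 h post-seeding, 20 h exposure at 37 °C, 5% CO2 · Measured by – luciferase light emission · Benchmarks – DMSO and mock-transfected background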
Starred values were filed as active, the others as inactive; nt = not tested or not shown; [ ] = dose if it differs, or a comment.

SMILES | Autofluor 339 | TNAP act DEA | 5-HT1A blocker | A340 absorber | MMP13 inh | 5HT1a ag | NADH enzymes | RORA act | SF1 activator
NC(=O)C1(N2CCCCC2)CCN(C(=O)CSc2nc(C(F)(F)F)cc(=O)[nH]2)CC1 | 1.1 | 1 | 4 | 1 | -4 | -0.9 | 8% | -19 | 0
CC(C)CNC(=O)CSc1nnc(-c2ccccn2)n1Cc1ccccc1 | 1.1 | 1.1 | 18 | 1.1 | 1 | -0.9 | 3% | 0 | 10
CCOC(=O)c1c(C)n(C)c2ccc(O)c(CN3CCC(C)CC3)c12 | 1.1 | 0.9 | 23 | 1 | 0 | -2.0 | 18% | -5 | -1
O=C(NCCCN1CCCC1)C1CCC(=O)N1C1CCCCC1 (configuration not stated) | 1.1 | 0.9 | -9 | 1 | 1 | -1.0 | 6% | 4 | -12
COc1ccc2c(C)cc(SCC#N)nc2c1 | 1.2 | 0.9 | -3 | 1 | 5 | 2.2 | 7% | 13 | 1
COC(=O)CN(c1ccc2c(c1)OCO2)S(C)(=O)=O | 1.1 | 0.9 | -5 | 1 | -1 | 1.0 | 4% | -8 | -14
CCS(=O)(=O)n1nc(-c2ccc(Cl)cc2)nc1N | 1.1 | 0.8 | -1 | 1 | 8 | -1.3 | 7% | -34 | -2
COc1ccc(Cl)cc1NC(=O)COc1cccc(-n2cnnn2)c1 | 1 | 0.9 | -8 | 0.98 | 2 | 1.0 | 2% | -22 | -12
CC(=O)Nc1nc(C)c(-c2csc(Nc3ccc(O)cc3)n2)s1 | 1.1 | 0.8 | 10 | 0.99 | 3 | -0.8 | 2% | -16 | -27
Cn1c(=O)n(Cc2ccccc2F)c2ccccc21 | 1.1 | 1 | 8 | 1 | -2 | -1.1 | 4% | -9 | -25
Cc1ccc(CNC(=O)c2cn(C3CCCCC3)c(=O)c3c2c2ccccc2n3C)o1 | 1.9 | 1 | 17 | 1.1 | -24 | -1.3 | 12% | -22 | -14
N#Cc1cc(Cl)c(N2CCOCC2)cc1C#N | 1.1 | 1 | 2 | 1 | 3 | -0.7 | 7% | -32 | -14
O=C1CSC(c2ccccn2)N1Cc1cn2ccccc2n1 (configuration not stated) | 1.2 | 0.9 | 0 | 1 | 3 | -1.6 | 4% | -14 | 11
Cc1nc2c3ccccc3n(CC#N)c(=O)n2n1 | 1.1 | 0.9 | 12 | 1 | 3 | -1.8 | 3% | -1 | 12
Cc1ccc2c(C(=O)CN3CCN(c4ccccc4)CC3)c(C)[nH]c2c1 | 1.1 | 0.9 | -4 | 1.1 | -3 | -0.8 | 2% | 12 | -11
CCCP(=O)(CC(=O)O)c1ccccc1 (configuration not stated) | 1.1 | 0.9 | -4 | 0.97 | 1 | -1.1 | 5% | 4 | 8
Cn1c(=O)n(CCc2ccccc2)c(=O)c2c1nc1n2CCCN1CCc1ccccc1 | 1.1 | 1 | 3 | 1 | 1 | 1.2 | 7% | 14 | -7
Cc1cc(NC(=O)CSc2nnc3c(C)cc4cc5c(cc4n23)OCO5)no1 | 1.7 | 0.8 | -8 | 1 | -1 | -1.6 | 9% | -22 | 10
O=C1CN(C(=O)CSc2nnnn2-c2ccc(Cl)cc2)c2ccccc2N1 | 1.1 | 1 | -5 | 1 | 5 | -3.4 | 1% | -1 | -9
CN1C(=O)N(c2cccc3ccccc23)C(n2cncn2)C1(C)C (configuration not stated) | 1.1 | 0.9 | -8 | 1 | 2 | 1.4 | 5% | 15 | -15
c1ccc(N(c2ccccc2)c2nc(N3CCOCC3)nc(N3CCOCC3)n2)cc1 | 1.1 | 0.9 | -2 | 1 | -2 | -3.4 | 4% | -23 | -8
O=C(Nc1cccc(Cl)c1N1CCCC1)c1cc2ccccc2o1 | 1.2 | 0.9 | 7 | 1.1 | 0 | 3.5 | 0% | 42 | 26
CC(=O)Nc1cccc(N(C)S(C)(=O)=O)c1 | 1.1 | 1 | -3 | 1 | 7 | 0.2 | 8% | -2 | -9
COCCn1nnnc1CN(Cc1cc2cc(OC)c(OC)cc2[nH]c1=O)C1CCCC1 | 2.7* | 1 | -5 | 1.2 | -82[fluorescence artefact?] | -2.5 | 8% | 8 | 0
COc1ccc(OC)c(NC(=O)CSc2nc(C)cs2)c1 | 1 | 0.9 | 6 | 1 | 3 | -6.6 | 7% | 3 | 6
NC(=O)CNC1CC(=O)N(CCc2ccccc2)C1=O (configuration not stated) | 1.1 | 0.9 | nt | 1.1 | nt | nt | 3% | nt | nt
COc1cccc(Cn2nnc3c(=O)[nH]c(C4CCCN(C(=O)c5ccccc5Cl)C4)nc32)c1 (configuration not stated) | 1.1 | 1 | -7 | 1 | -6 | 0.3 | 5% | 10 | -19
O=C(NCc1ccccn1)c1cc(-c2ccccc2)on1 | 1.1 | 0.9 | -2 | 1 | 3 | -4.5 | 5% | 21 | 36
C=CCn1c(SCC(=O)C(C)(C)C)nnc1-c1cccs1 | 1.1 | 1 | 5 | 1 | -6 | -2.1 | 7% | -3 | -3
CCOC(=O)CSc1nn(C)c(=S)s1 | 1 | 0.8 | -2 | 1 | 0 | 0.4 | 2% | 3 | -6
Cn1c(=O)c2c(nc(SCC(=O)N3c4ccccc4CCc4ccccc43)n2C)n(C)c1=O | 1.1 | 1 | -10 | 1.1 | -1 | -0.1 | 2% | 0 | -1
CCOc1ccc(-n2c(SCC(N)=O)nc3c([nH]c4ccccc43)c2=O)cc1 | 1.1 | 0.9 | 32 | 1.1 | -2 | 1.3 | 6% | 6 | -4
CNC(=O)c1c(NC(=O)c2nc3ccccc3s2)sc2c1CCC2 | 0.88 | 0.9 | -2 | 1.1 | 0 | -6.9 | 4% | 96* | 72*
Clc1ccc(NCc2nnc3n2CCCCC3)cc1 | 1.1 | 0.9 | 2 | 1 | -5 | 0.7 | 4% | 1 | 6
C/C(N)=C(/C#N)C(=O)CSc1nc2ccc(C)cc2[nH]1 | 1.1 | 0.9 | 4 | 0.98 | 4 | -2.1 | 8% | 26 | 77*
CCOC(=O)C1(Cc2ccc(O)cc2)NC(c2ccccc2F)C2C(=O)N(C)C(=O)C21 (configuration not stated) | 1.2 | 1 | 6 | 1 | 4 | -1.6 | 0% | 8 | 9
CC(C)C1Oc2ccccc2N(CC(=O)N(Cc2ccccn2)CC2CCCO2)C1=O (configuration not stated) | 1.1 | 1 | 5 | 0.97 | 1 | 2.4 | 5% | -10 | -20
CCOc1ccccc1NC(=O)CSc1nnc(-c2ccccc2Cl)n1Cc1ccco1 | 1.1 | 1 | 15 | 0.99 | 3 | 3.1 | 3% | 1 | -12
CCOC(=O)C1C(=O)CC(C)(O)C(C(=O)OCC)C1/C=C/c1ccccc1 (configuration not stated) | 1 | 0.9 | 22 | 1 | 5 | 0.6 | 11% | -8 | 7
Cc1ccc(C(=O)CSc2ncn[nH]2)cc1 | 1.1 | 0.7 | -8 | 0.88 | 6 | -1.3 | 8% | 18 | 25
CCCCn1nc(C(=O)O)ccc1=O | 1.1 | 0.9 | 5 | 1 | -3 | -0.5 | 2% | -11 | -2
CCN1CCCC1CNC(=O)CN1C(=O)COc2ccc(C)cc21 (configuration not stated) | 1 | 1 | -4 | 1 | -7 | 1.4 | 3% | 7 | -11
COc1ccc(N2CCN(C(c3ccccc3OC)c3nnnn3Cc3ccco3)CC2)cc1 (configuration not stated) | 1 | 0.9 | 10 | 0.97 | -4 | -0.7 | 9% | -3 | 1
CCn1c(=O)cc(OCC(=O)NCCCN2CC(C)CC(C)C2)c2ccccc21 (configuration not stated) | 1 | 0.8 | 4 | 0.99 | 0 | -5.2 | 4% | -13 | -9
CCCc1cc(N2CCCC2)n2nc(C)c(-c3ccccc3)c2n1 | 2.9* | 0.8 | 4 | 1 | -15 | 0.9 | 4%[fluoresces] | -2 | -12
O=C(NCCc1ccc(Cl)cc1)C1CCN(S(=O)(=O)c2cccc3nonc23)CC1 | 1.1 | 0.8 | -2 | 1.1 | 3 | 1.0 | 2% | -20 | 8
O=C(OCC1CCCN2CCCCC12)c1ccc2c(c1)OCO2 (configuration not stated) | 1 | 0.9 | -2 | 1 | 2 | -2.5 | 4% | -13 | -13
Cc1nc(Nc2ncc3c(n2)CC(C)(C)CC3=O)nc2ccccc12 | 1.1 | 1 | nt | 1.1 | 3 | 0.3 | 3% | -9 | 6
COc1ccc(N2CCN(C(CNC(=O)c3cccc(Cl)c3)c3cccnc3)CC2)cc1 (configuration not stated) | 1.1 | 1.1 | 6 | 1 | 2 | -3.0 | 5% | 0 | -2
CC1CCN(CCc2nc3cc(NC(=O)Nc4ccccc4)ccc3n2C)CC1 | 1.1 | 1.1 | -4 | 0.97 | -4 | -1.6 | 4% | 37 | 13
O=c1[nH]cnc2c1N1CCC2CC1 | 0.82 | 1 | -20 | 1 | -1 | -1.9 | 6% | 14 | -2
Cc1oc2cc(O)ccc2c(=O)c1Oc1ccccc1 | 2.2* | 1 | nt | 1.1 | nt | nt | 3%[fluoresces] | nt | nt
CCc1cc(C(=O)OC)c(NC(=O)CCC(=O)O)s1 | 1.1 | 0.9 | 6 | 1 | 0 | 1.0 | 1% | -10 | 12
Cc1nn(S(=O)(=O)N2CCCCC2)c(C)c1Br | 1.1 | 0.8 | 14 | 1.1 | 2 | -4.0 | 1% | -4 | 9
O=C(COc1ccc(S(=O)(=O)NC2CCCCC2)cc1Cl)NCc1cccnc1 | 1.1 | 1 | -13 | 1.1 | 0 | -1.1 | 11% | -14 | -5
COc1ccc(C2N(c3ccc(F)cc3)C(=O)C3CCCN32)cc1 (configuration not stated) | 1.1 | 1 | 16 | 1 | 2 | -6.1 | 4% | -20 | 8
CCOC(=O)CNC(=O)c1cc(-c2ccc3c(c2)OCCO3)oc1C | 1.2 | 0.9 | 26 | 1 | 5 | -1.0 | 2% | -10 | -7
COc1cccc(C2/C(=C(\O)c3c(C)nc4c(C)cccn34)C(=O)C(=O)N2CCCN(C)C)c1 (configuration not stated) | 1.1 | 0.8 | 2 | 1.1 | -3 | -2.9 | 1% | 4 | -12
CCN1CCN(c2ccc(NC(=O)Cc3ccccc3)cc2)CC1 | 1.1 | 1 | 9 | 0.99 | 4 | -0.7 | 6% | -3 | 8
CCc1c(C(=O)NCCc2ccc(OC)c(OC)c2)[nH]c(C)c1C(C)=O | 1.1 | 0.9 | 3 | 1 | 3 | -2.4 | 3% | -13 | 18
COC(=O)c1ccc(CSc2nc3ccccc3o2)cc1 | 1.1 | 0.9 | -6 | 1 | -1 | -3.1 | 7% | 22 | 20
CS(=O)(=O)c1nc(-c2ccccc2)cc(C(F)(F)F)n1 | 1.1 | 0.9 | 110* | 1 | -6 | -9.2 | 1% | -49 | -52
CCOC(=O)Cn1c(=O)c2c(nc3n2CCCCN3c2ccc(OCC)cc2)n(C)c1=O | 1.1 | 1 | 6 | 1 | -1 | -1.1 | 8% | -17 | 4

Gathered by group: those above with a thiophene ring, fused or not
SMILES | Autofluor 339 | TNAP act DEA | 5-HT1A blocker | A340 absorber | MMP13 inh | 5HT1a ag | NADH enzymes | RORA act | SF1 activator
C=CCn1c(SCC(=O)C(C)(C)C)nnc1-c1cccs1 | 1.1 | 1 | 5 | 1 | -6 | -2.1 | 7% | -3 | -3
CNC(=O)c1c(NC(=O)c2nc3ccccc3s2)sc2c1CCC2 | 0.88 | 0.9 | -2 | 1.1 | 0 | -6.9 | 4% | 96* | 72*
CCc1cc(C(=O)OC)c(NC(=O)CCC(=O)O)s1 | 1.1 | 0.9 | 6 | 1 | 0 | 1.0 | 1% | -10 | 12
